CHT block = human CHT choline transport inhibition; Q9GZV3; CHT-expressing cells, membrane potential dye, choline response; active compounds read low; B-score at 10 µM; 310,000 compounds, 0.86% hits;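 active means B-score over 3 SD under the library average, and starting fluorescence ratio not unusually high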;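 further: choline stimulus applied at its EC90 after an EC20 pre-addition; B-score computed on integrated fluorescence ratio after choline addition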
Target sequence (Q9GZV3 whole entry, looked up): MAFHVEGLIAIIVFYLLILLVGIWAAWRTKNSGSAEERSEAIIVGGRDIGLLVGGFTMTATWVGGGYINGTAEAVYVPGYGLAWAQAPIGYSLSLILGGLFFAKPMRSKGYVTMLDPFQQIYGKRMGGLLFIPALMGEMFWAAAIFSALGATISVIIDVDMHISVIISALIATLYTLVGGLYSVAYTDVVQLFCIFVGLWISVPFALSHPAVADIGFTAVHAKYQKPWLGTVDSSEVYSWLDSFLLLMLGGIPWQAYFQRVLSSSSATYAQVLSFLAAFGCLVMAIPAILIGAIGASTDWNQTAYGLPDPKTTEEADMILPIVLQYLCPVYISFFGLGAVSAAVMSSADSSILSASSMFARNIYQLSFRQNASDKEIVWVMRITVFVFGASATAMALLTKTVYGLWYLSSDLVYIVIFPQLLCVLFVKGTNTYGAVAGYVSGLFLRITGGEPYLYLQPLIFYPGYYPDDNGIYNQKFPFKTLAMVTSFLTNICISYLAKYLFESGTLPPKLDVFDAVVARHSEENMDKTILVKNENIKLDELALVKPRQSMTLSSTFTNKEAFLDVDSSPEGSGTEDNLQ
CHT PAM = allosterically activates the human high affinity choline transporter; B-score at 10 µM; CHT-expressing cells, membrane potential dye, choline EC20; active compounds read high; LV-AA mutant CHT in HEK293 cells; AID 488977; 310,000 compounds, 0.49% hits; Q9GZV3;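 active means initial fluorescence not abnormally high and integrated response B-score, plate-corrected, over 3 SD above library mean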
* = called active by the depositor; i = inactive.

SMILES,CHT block,CHT PAM
CCC(c1nnnn1Cc1ccco1)N1CCN(c2cc(Cl)ccc2C)CC1 (stereo not given),i,i
Cc1cc(C(=O)NC(=S)Nc2ccccc2N2CCCC2)ccc1[N+](=O)[O-],i,i
COc1ccc(-c2nnc(SCC(C)C)o2)cc1,i,i
CC1Sc2ccc(C(=O)O)cc2NC1=O (stereo not given),i,i
N#CC1=C(N)OC2=C(CN(Cc3ccccc3)C/C2=C\c2cccnc2)C1c1cccnc1 (stereo not given),i,i
COc1ccc(C2CC(c3ccccc3)=NN2C(=O)c2cccs2)cc1 (stereo not given),i,i
CCCCOc1ccc(N2C(=O)CC(N(O)c3ccccc3)C2=O)cc1 (stereo not given),i,i
O=C(NC(=S)Nc1ccc(Cc2ccncc2)cc1)c1ccc(F)cc1,i,i
COc1ccc(OC)c(Nc2nc3nonc3nc2N2CCCC(C)C2)c1 (stereo not given),i,i
COc1cccc(NC(=O)C2CCN(C(=O)[C@@H]3Cc4ccccc4CN3C(=O)OC(C)(C)C)CC2)c1,i,i

(continued)
SMILES,CHT block,CHT PAM
O=C(CSc1nnc(-c2ccccc2)c(-c2ccccc2)n1)NCc1ccco1,i,i
COC(=O)CSc1cc(C)nc2ccc(OC)cc12,i,i
CC(C)Cc1ccc(S(=O)(=O)N2CCOCC2)cc1,i,i
COc1ccccc1-n1c(=O)oc2ccc(Cl)cc2c1=O,-8.5*,i
Cc1nc2ccccc2cc1O,i,i
O=C(Nc1ccccc1)c1ccc(S(=O)(=O)NCC2CCCO2)cc1 (stereo not given),i,i
NNc1nc2c(-c3cccc(C(F)(F)F)c3)nnn2c2ccccc12,i,i
CCCOC(=O)c1c(NC(=O)CCCn2nc([N+](=O)[O-])c(Cl)c2C)sc(C(=O)OC)c1C,i,i
CN1CCN(C(=O)CN(Cc2ccc(Cl)cc2)S(C)(=O)=O)CC1,i,i
CCOC(=O)c1sc(NC(=O)CSc2nc(O)c(Cc3ccccc3)c(=O)[nH]2)nc1C,i,i

Other compounds:
SMILES,CHT block,CHT PAM
Cc1cc(=O)oc2cc(NC(=O)c3ccccc3OC(F)F)ccc12,i,i
CC(=O)c1ccc(N2CCN(C(=O)Cc3cccs3)CC2)cc1,i,i
O=C(CCC1COc2ccccc2O1)NC1CCCCC1 (stereo not given),i,i
CC(C)(C)c1ccc(OCC(=O)Nc2ccc(C(=O)Nc3ccccc3C(=O)O)cc2)cc1,i,i
C=CCN1C(=O)CS/C1=N/c1nccs1,i,i
O=C(N/N=C/c1cccc(Br)c1)c1ccc(Br)cc1,i,i
CC(=O)c1ccc(NC(=O)c2cc(CC(C)C)nc3ccccc23)cc1,i,i
C#CCNC(=O)c1cccn1-c1ncc(C(F)(F)F)cc1Cl,i,i
CCN(Cc1ccncc1)C(=O)CCc1nnc(CCc2ccccc2OC)o1,i,i
CCC1=NN(C(=O)Cc2ccc(OC)cc2)C(O)(C(F)(F)F)C1 (stereo not given),i,i

(list continues)
SMILES,CHT block,CHT PAM
O=C(CSc1nccc(-c2cccs2)n1)Nc1ccccc1,i,i
COc1ccccc1N1C(=O)C2C(C(=O)c3ccccc3)=NN(c3ccccc3OC)C2C1=O (stereo not given),i,i
O=C(NNC(=O)c1cccnc1SCc1cccc([N+](=O)[O-])c1)c1ccccn1,i,i
CN(C)CCNc1nc2c(c(=O)[nH]c(=O)n2C)n1CC(O)COc1ccc(Cl)cc1 (stereo not given),i,i
COc1ccc(NC(=O)Cn2c(=O)oc3ccccc32)cc1,i,i
O=C(Nc1ccc(S(=O)(=O)Nc2nccs2)cc1)c1ccc(S(=O)(=O)N2CCOCC2)cc1,i,i
CCN(CC)C(=O)Oc1cc(=O)n2c3c(cccc13)CCC2,i,i
O=C(Nc1nc(-c2ccccn2)cs1)C1COc2ccccc2O1 (stereo not given),i,i
COc1ccc(N2CCN(C3CCCN(Cc4ccc(F)cc4)C3)CC2)cc1 (stereo not given),i,i
CCOc1ccc(N=C2NC(=O)S/C2=C\c2ccc(O)cc2)cc1,i,i

(continued)
SMILES,CHT block,CHT PAM
COc1ccc(-n2cc(-c3ccc(OC(F)F)cc3)[n+]3c2CCCCC3)cc1,i,i
CC(C)C1S/C(=N/N=C/c2ccco2)NC1=O (stereo not given),i,i
CC1CN(CCCCOc2ccc3ccccc3c2)CC(C)O1 (stereo not given),i,i
O=C(Cc1ccccc1)NCCS(=O)(=O)N1CCN(c2ccccc2)CC1,i,i
COc1ccc2[nH]c(=O)c(CN(C)C(=O)c3cccs3)cc2c1,i,i
O=[N+]([O-])c1ccccc1S(=O)(=O)NC1CCCCCCC1,i,i
CCc1cc(-c2n[nH]c(=S)n2C(C)c2ccccc2)cs1 (stereo not given),i,i
O=C(NCc1ccccn1)c1cc2ccccn2n1,i,i
O=C(CCN1C(=O)/C(=C/c2ccccc2)SC1=S)N1CCCCCC1,i,i
Cn1cccc1P(=O)(c1cccn1C)c1cccn1C,i,i

Next section
SMILES,CHT block,CHT PAM
Brc1ccccc1OCCN1CCCC1,i,i
COc1cc(/C=C/C(=O)NCCN2CCOCC2)cc(OC)c1OC,i,i
COc1ccc(N2CCN(C(CNC(=O)C(=O)NCc3ccncc3)c3ccco3)CC2)cc1 (stereo not given),i,i
O=C(CCN1C(=O)COc2ccccc21)N1CCN(c2ccccn2)CC1,i,i
COC(=O)c1cc(C)nc(Sc2ccccc2N)n1,i,i
COc1ccc(Nc2nc(C(=O)N(CCO)Cc3ccccc3)cs2)cc1,i,i
CCCCN(C1CCS(=O)(=O)C1)S(=O)(=O)c1ccc(OC)cc1 (stereo not given),i,i
CCOCC(=O)N(CC)Cc1ccccc1,i,i
CCN1CCN(C(c2cccs2)C(C)NC(=O)c2ccco2)CC1 (stereo not given),i,i
CN(C)S(=O)(=O)N1CCN(c2ccc([N+](=O)[O-])cc2)CC1,i,i

Whole records from above:
COc1ccc(N2CCN(C(CNC(=O)C(=O)NCc3ccncc3)c3ccco3)CC2)cc1 (stereo not given) as listed: CHT block = i; CHT PAM = i
CN(C)S(=O)(=O)N1CCN(c2ccc([N+](=O)[O-])cc2)CC1 as listed: CHT block = i; CHT PAM = i
CCCCN(C1CCS(=O)(=O)C1)S(=O)(=O)c1ccc(OC)cc1 (stereo not given) as listed: CHT block = i; CHT PAM = i

Continued:
SMILES,CHT block,CHT PAM
C=CCn1c(C(C)NC(=O)c2ccccc2C)n[nH]c1=S (stereo not given),i,i
O=C(O)CCCC(=O)Nc1ccc(S(=O)(=O)Nc2nccs2)cc1,i,i
Cc1c(C(=O)OCc2ccccc2)[nH]c2c1C(=O)CC(c1ccco1)C2 (stereo not given),i,i
COc1ccc(-c2noc(COc3ccc4c(c3)OCO4)n2)cc1OC,i,i
CCCOc1ccc(Cc2nn3c(=O)/c(=C/c4ccco4)sc3nc2=O)cc1,i,i
COC(=O)CCC(=O)Nc1ccc(C)cc1OC(=O)CCC(=O)OC,i,i
Brc1ccc(-n2cnc(-c3ccccc3)c2)cc1,i,i
CCn1c(SCC(=O)Nc2cc(C)ccc2C)nc2c(c1=O)SC(C)C2 (stereo not given),i,i
CCn1ccnc1CNC(=O)c1cc(COc2ccc(F)cc2F)on1,i,i
CCOC(=O)C1CCCN(Cc2cc(Br)ccc2OC)C1 (stereo not given),i,i

(more compounds)
SMILES,CHT block,CHT PAM
COc1ccc(CC(=O)Nc2c(C(=O)N3CCN(c4ncccn4)CC3)oc3ccccc23)cc1OC,i,i
CN(C)CCOCCSc1ccc(Cl)cc1,i,i
CC1(C(=O)NNC(=O)c2ccc(=O)oc2)CC1Br (stereo not given),i,i
CCOC(=O)c1nnn(-c2nonc2N)c1CSc1ccccc1,i,i
O=C1/C(=C2\C(=O)N(Cc3ccc(F)cc3)c3ccccc32)SC(=S)N1CCS(=O)(=O)O,i,i
O=C(c1noc2c1CCCC2)N1CCOCC1,i,i
CCOC(=O)c1cc(-c2ccccc2)sc1NC(=O)CSc1nnnn1C,i,i
Cc1nn(-c2ccccc2)c(C)c1C(=O)NNC(=O)C(F)(F)F,i,i
CCOC(=O)CSc1nnc([C@H](C)NC(=O)OC(C)(C)C)o1,i,i
CC1=CC2=NC(=O)CC(C)(C(=O)N(CC(=O)NC(C)(C)C)Cc3cccs3)N2C=C1 (stereo not given),i,i

(further entries)
SMILES,CHT block,CHT PAM
CC1CC(C)(C)N2C(=O)C(=C(C#N)C#N)c3cccc1c32 (stereo not given),i,i
COc1ccccc1C(=O)OCC(=O)Nc1cc(S(=O)(=O)N2CCOCC2)ccc1N1CCCC1,i,i
CCOC(=O)N/N=C\c1ccc([N+](=O)[O-])o1,i,i
Cn1ncc([N+](=O)[O-])c1C(=O)Nc1nccs1,i,i
Cc1cc(C)c(NC(=O)CSc2nnc(-c3ccncc3)n2Cc2ccco2)c(Cl)c1,i,i
CC(NC(=O)NC(N)=O)(C(F)(F)F)C(F)(F)F,i,i
COC(=O)c1cccc(NS(=O)(=O)c2ccc(OC)c(OC)c2)c1C,i,i
CN(C)c1ccc(NC(=O)c2ccc(N3CCOCC3)nc2)cc1,i,i
C=CCN(Cc1nc(-c2ccc(OC)c(OC)c2)oc1C)C1CCS(=O)(=O)C1 (stereo not given),i,i
Cc1cc(C)c(/C=C(\C#N)S(=O)(=O)c2ccccc2)[nH]1,i,i

Three compounds from above, arranged by molar mass, largest number first:
SMILES,CHT block,CHT PAM
COc1ccccc1C(=O)OCC(=O)Nc1cc(S(=O)(=O)N2CCOCC2)ccc1N1CCCC1,i,i
COC(=O)c1cccc(NS(=O)(=O)c2ccc(OC)c(OC)c2)c1C,i,i
CC1CC(C)(C)N2C(=O)C(=C(C#N)C#N)c3cccc1c32 (stereo not given),i,i

Other structures follow.
SMILES,CHT block,CHT PAM
COC(=O)c1ccc(S(=O)(=O)NCc2ccco2)o1,i,i
COc1ccc(NS(=O)(=O)c2cccc(C(=O)N(C)CC(=O)Nc3ccc(C)cc3)c2)cc1,i,i
O=C(CCC1CCCN(C(=O)c2cc(C3CC3)[nH]n2)C1)N1CCN(c2ccccn2)CC1 (stereo not given),i,i
CC1(C)CC(=O)C2=C(C1)NC(=O)CC2c1ccc(N(CCC#N)CCC#N)cc1 (stereo not given),i,i
CCN(Cc1ccccc1)C(=O)CCNS(=O)(=O)c1ccc2c(c1)CC(C)N2C(C)=O (stereo not given),i,i
O=C(Nc1ccc2c(c1)OCO2)C1CCCN1C(=O)OCc1ccccc1 (stereo not given),i,i
COc1cc(OC)cc(C(=O)OCc2ccc([N+](=O)[O-])cc2)c1,i,i
Cc1ccccc1NS(=O)(=O)c1ccc(C(=O)NN2CCCCC2)cc1,i,i
O=C(O)C1CC=CCC1C(=O)NCCc1ccccc1 (stereo not given),i,i
CCc1c(C)nc(SCC(=O)Nc2cccc(Br)c2)[nH]c1=O,i,i

Going on with the list.
SMILES,CHT block,CHT PAM
O=C(Nc1ccc(F)cc1)Nc1ccc(N2CCCC2)c(S(=O)(=O)Nc2ccccc2Cl)c1,i,i
COc1ccccc1-n1cnc2cc(NCc3ccco3)ccc21,i,13*
O=c1cc(C(F)(F)F)nc(-c2ccccc2OC(F)(F)F)[nH]1,i,i
Cc1cc(N=Cc2c(O)ccc3ccccc23)no1,i,i
C=C(C)c1cccc(C(C)(C)NC(=O)N2CCCC(C(N)=O)C2)c1 (stereo not given),i,i
COCCCNC(=O)Cn1cc2c(n1)CCCCC2,i,i
COc1ccc(C2(CNS(=O)(=O)c3ccc(C)cc3)CCOCC2)cc1,i,i
COc1cc(OC)nc(Oc2ccccc2C(=O)Oc2ccc(F)cc2Cl)n1,i,i
Cc1ccc(N2CCN(CC(O)COc3cccc(C)c3)CC2)cc1 (stereo not given),i,i
O=C(CCN1C(=O)c2ccccc2C1=O)OCn1nnc2ccccc2c1=O,i,i

Structures above printed as active in CHT block:
Molecule | CHT block
COc1ccccc1-n1c(=O)oc2ccc(Cl)cc2c1=O | -8.5*

Pulled one by one from the entries so far (four):
SMILES,CHT block,CHT PAM
COc1ccccc1-n1cnc2cc(NCc3ccco3)ccc21,i,13*
COc1ccc(C2(CNS(=O)(=O)c3ccc(C)cc3)CCOCC2)cc1,i,i
C=C(C)c1cccc(C(C)(C)NC(=O)N2CCCC(C(N)=O)C2)c1 (stereo not given),i,i
COc1cc(OC)nc(Oc2ccccc2C(=O)Oc2ccc(F)cc2Cl)n1,i,i

Following part.
SMILES,CHT block,CHT PAM
O=C(Nc1cccc(Oc2ccc3c(c2)C(=O)NC3=O)c1)c1cccs1,i,i
Cc1csc(NC(=O)CSc2nnc(-c3ccoc3C)n2C(C)c2ccccc2)n1 (stereo not given),i,i
COc1ccc(C(C(=O)NC(C)(C)C)N(C(=O)CNC(=O)c2cccs2)c2cccnc2)cc1OC (stereo not given),i,i
COc1cc(OC)cc(-c2nc3ccccc3c(=O)n2OC(=O)c2ccc(Br)cc2)c1,i,i
c1ccc(COc2cccc(CNCc3ccccn3)c2)cc1,i,i
Cc1cc(=O)[nH]c(SCC2(O)C3CC4CC(C3)CC2C4)n1 (stereo not given),i,i
Cc1sc(NC(=O)c2ccco2)c(C(c2ccncc2)N2CCOCC2)c1C (stereo not given),i,i
COc1cc(CC(=O)NCc2ccco2)cc(OC)c1OC,i,i
Cc1ccc(S(=O)(=O)NCCNC(=O)N2CCOCC2)cc1,i,i
CCOC(=O)c1cn(Cc2ccc(Br)cc2)nn1,i,i

Next records.
SMILES,CHT block,CHT PAM
NC1=NC(=Nc2cccc(S(=O)(=O)N3CCOCC3)c2)c2ccccc21,i,i
COc1ccc(CNC(=O)CN2CCC(NC(=O)c3ccccc3C)CC2)cc1,i,i
COc1ccc([N+](=O)[O-])cc1NC(=O)CCCOc1ccccc1,i,i
O=C(NNC(=O)c1cccc2ccccc12)c1ccco1,i,i
CCOC(=O)c1ccc(NC(=O)c2cccc(C)c2[N+](=O)[O-])cc1,i,i
